Rac1 GTP hydrolysis – MgcRacGAP GTPase-activating activity inhibitors, confirmation, biochemical, ADP Hunter fluorescence | inhibition, % at 30 µM, or IC50 in µM where a hit was titrated | AID 624330 | hit rate 0.6% among 340,000 | MgcRacGAP-stimulated Rac1 GTP hydrolysis, ADP Hunter fluorescence; higher % means a stronger effect; GST-tagged Rac1 F28L mutant substrate;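 active = first-screen hits whose inhibition reached a set limit at any dose in the follow-up dose series; inconclusive = inhibition above the set first-screen limit but never retested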;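 note: fluorescence reports GDP produced by GAP-driven GTP hydrolysis; strong numbers were not always called active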
RSV antiviral HEp-2 – inhibition of RSV-induced cytopathic effect – HEp-2 cells, primary 10 µM value included (AID 2391) | HEp-2 cells, RSV-induced CPE inhibition; higher % means a stronger effect | hit rate 0.13% among 310,000 | one-dose CPE inhibition, % at 10 µM; IC50 in µM for titrated hits; in the data active = a potency from the dose series; inconclusive = CPE inhibition mostly from about 23% at the one dose, without a potency; inactive = the rest, 99 in 100 with CPE inhibition below about 21%; note: strong numbers were not always called active
WT yeast gro inh – growth inhibition of WT yeast, mitochondrial fusion screen; mitochondrial fusion phenotypic screen, WT strain; inhibition, % at 10 µM; hit rate 2.1% among 190,000; AID 1362; in the data active = inhibition above about 58%; tested in S. cerevisiae
West Nile virus CPE – inhibition of WNV-induced cytopathic effect – cell-based, CPE readout (AID 1621). hit rate 0.02% among 290,000. CPE inhibition, % at 10 µM; hits with a dose series show IC50 in µM. West Nile virus-infected cells, CPE inhibition; higher % means a stronger effect; in the data active = a potency from the dose series; inconclusive = CPE inhibition mostly from about 3.7% at the one dose, without a potency; inactive = the rest, 99 in 100 with CPE inhibition below about 2.2%; note: strong numbers were not always called active
bCat nuc transl – alters nuclear translocation of beta-catenin in HeLa cells; immunofluorescence imaging; nuclear translocation activity, % at 5 µM; hit rate 0.3% among 190,000; AID 1665;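 active = nuclear translocation activity above 50% at 5 µM, with a well cell count of 50 or more; inconclusive = wells under 50 cells across six images, flagged as toxic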;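 note: per-cell ratio of nuclear to cytoplasmic median beta-catenin stain intensity; plate controls were DMSO negative control for no effect and GSK-3 inhibitor IX positive control for full effect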
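Test system: human HeLa cells, native beta-catenin. Compound dosing: 5 µM primary single dose, 0.1% DMSO, 0.02–20 µM confirmation series. Incubation: compound exposure 24 h at 37°C. Detection: beta-catenin immunostaining with DAPI counterstain, 20x imaging, 6 fields/well. Read-out basis: Nuclear/cytoplasmic beta-catenin signal ratio, % activation.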
Salmonella PhoP GFP – PhoP-dependent GFP reporter repression – Salmonella Typhimurium, primary screen (AID 1863) | inhibition, % at 50 µM; hits with a dose series show IC50 in µM | hit rate 0.16% among 300,000 | S. Typhimurium PhoP-regulated promoter GFP reporter, 4 h; higher % means a stronger effect;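 active = inhibition over 29.93%, a cutoff 3 SD above the screen mean, later confirmed by dose response; inconclusive = inhibition over 29.93% but no dose response follow-up; inactive = inhibition at most 29.93% or unconfirmed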;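 note: 0% = low Mg2+ inducing control and 100% = high Mg2+ repressing control; strong numbers were not always called active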
T cell modulator – modulates CD8 T cell binding to vesicles; 2C CD8+ T cell-vesicle binding, flow cytometry; active compounds read low; calls only at 7 µM; hit rate 0.068% among 330,000;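 active = response, share of CD8 T cells binding vesicles, and their 90th percentile fluorescence all below set limits, cut at about 80% in these data, passing the limit was not always enough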
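Benchmarks: naked versus QL9-loaded vesicles / Assay system: purified 2C TCR transgenic mouse naive CD8+ T cells / Technique: high-throughput flow cytometry with anti-B7-1 and anti-CD8 staining / Timing: Cell–vesicle co-incubation 1.5 h at 37 °C, staining 20 min on ice / Read-out: percent CD8+ FL2 mean versus row control / Probe or stimulus: QL9-loaded Drosophila micro-vesicles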
Myeloid diff MLP – promotes myeloid progenitor differentiation. ER-HoxA9 myeloid progenitors, lysozyme-GFP differentiation, flow cytometry. calls only at 10 µM. hit rate 1% among 360,000. AID 624256;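 active = normalized GFP-positive differentiation at or above the plate's own cutoff, the solvent-only control mean plus 3 SD; inconclusive = no clear call, values can overlap the other calls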;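 note: cells exposed to compound for four days before flow analysis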
Large T inhibition – TAg ATPase/helicase activity blockers – biochemical (AID 1903); inhibition, % at 20 µM; hits with a dose series show IC50 in µM; SV40 large T antigen ATPase/helicase inhibition assay; higher % means a stronger effect; hit rate 0.39% among 310,000; in the data active = a potency from the dose series; inconclusive = inhibition mostly from about 32% at the one dose, without a potency; inactive = the rest, 99 in 100 with inhibition below about 32%; note: strong numbers were not always called active
WT yeast gro inh mutant strain – further read-out of WT yeast gro inh, marked with its call; inhibition, %; mitochondrial fusion phenotypic screen, mutant strain inhibition
bCat nuc transl cell count 5 µM – further read-out of bCat nuc transl, marked with its call; cell count; measured here: cell count, cytotoxicity flag
T cell modulator vesicle-bound % – recorded beside T cell modulator, whose call it bears; double positive events, %; measured here: CD8+ vesicle-bound cell fraction;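 binding gate set so that unloaded-vesicle control wells show 10% double positive cells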
Myeloid diff MLP GFP+ MAC1+ % – further read-out of Myeloid diff MLP, marked with its call; GFP+ MAC1+ double positive, %; measured here: differentiation confirmed by MAC1 staining
The depositor's hits bear a star; i = inactive; ? = inconclusive; / = no result given. No enrichment for hits; any-hit rate near 3.6%.

Under each structure: Rac1 GTP hydrolysis, RSV antiviral HEp-2, WT yeast gro inh, WT yeast gro inh mutant strain, West Nile virus CPE, bCat nuc transl, bCat nuc transl cell count 5 µM, Salmonella PhoP GFP, T cell modulator, T cell modulator vesicle-bound %, Myeloid diff MLP, Myeloid diff MLP GFP+ MAC1+ %, Large T inhibition
COC(=O)CNC(=O)C1CCC(CNS(=O)(=O)c2cccc3nsnc23)CC1 (centres undefined)
  6%, 1.7%, /, /, -0.2%, /, /, -6%, i, 30, i, 1.1, 5%
CCc1cc2c(NC(C(=O)O)C(C)C)ncnc2s1 (centres undefined)
  3%, 0.1%, -14, -2, 1.3%, -0.6, 1036, -5%, i, 33, i, 0.3, 7%
O=C(NS(=O)(=O)Oc1ccc(F)cc1F)OC[C@@H]1CCCN2CCCCC12 (some centres undefined)
  3%, 0.3%, /, /, -0.2%, /, /, 11%, i, 17, i, 1.8, -1%
CCc1noc(C)c1C(=O)OCC(=O)N(C)c1c(N)n(Cc2ccccc2)c(=O)[nH]c1=O
  2%, -1.8%, /, /, /, /, /, -7%, i, 40, i, 0.5, 14%
O=C(C1=C(O)/C(=C/c2ccc(O)cc2)CCC1)C(F)(F)F
  31%, 1.0%, 67*, 44*, 0.4%, ?, /, 2%, i, 52, i, 0.8, 27%
O=C(CN1CCN(S(=O)(=O)c2ccccc2)CC1)Nc1ccc([N+](=O)[O-])cc1
  3%, 2.3%, -16, -27, -1.4%, -0.9, 991, -6%, i, 26, i, 1.0, 6%
CC(=O)c1ccc(N(C)C)c2c(N(C)C)cccc12
  8%, -0.9%, 6, 30, -0.4%, -0.9, 765, 11%, i, 43, i, 1.1, 14%
CC(C)NC(=O)c1onc(CSc2ccc(F)cc2)c1C(=O)NC(C)C
  5%, -1.0%, /, /, /, /, /, /, i, 33, i, 1.4, 6%
CCCCNC(=O)Cc1ccc(Br)cc1
  -6%, -1.1%, -4, 0, -0.7%, -2.0, 1100, 1%, i, 20, i, 0.2, 0%
CN(C)c1nc(N(C)C)nc(N2CC(CCl)OC2=N)n1 (centres undefined)
  4%, 0.5%, -8, 17, 0.3%, -0.9, 1571, 2%, i, 39, i, 0.1, 4%
COc1cc2[nH]c(-c3cccc(F)c3)cc(=O)c2cc1OC
  -3%, 3.8%, -12, -11, -0.1%, /, /, -1%, i, 56, i, 3.1, 16%
O=C(NN1CCOCC1)c1ccc(Cl)c(Cl)c1
  10%, 0.8%, /, /, 0.2%, /, /, -4%, i, 67, i, 1.1, 4%
CCOc1ccc(C)cc1S(=O)(=O)n1cnc2ccccc21
  10%, -1.3%, /, /, 0.8%, /, /, 9%, i, 34, ?, /, 7%
O=C(COc1nncc2ccccc12)Nc1ccc(F)c(F)c1
  -1%, 3.8%, 4, -1, /, -1.4, 1059, -1%, i, 24, i, 0.0, 2%
O=C(NCCc1ccccc1)C1=COCCO1
  1%, -2.2%, /, /, /, /, /, -5%, i, 26, i, 0.3, 12%
CCOc1ccc(NC(=O)Cn2nc(C(N)=O)c3ccccc3c2=O)cc1S(=O)(=O)N1CCCC1
  5%, 1.8%, /, /, /, /, /, /, i, 52, i, 0.7, /
CCCC(=O)Nc1cc(C(=O)O)ccc1Sc1ccc(C)cc1
  11%, 3.7%, 11, -3, 0.1%, 0.4, 1036, -4%, i, 9, i, 0.3, 3%
O=C(CCNC(=O)C1CCN(S(=O)(=O)c2ccccc2)CC1)Nc1ccccc1
  5%, 0.5%, /, /, -0.1%, /, /, 6%, i, 56, i, 1.0, 1%
COc1ccc(-c2ccnc(SCC(=O)c3ccc(Br)cc3)n2)cc1
  11%, 2.8%, 18, -12, -0.1%, -1.1, 1122, 8%, i, 30, i, 0.1, 0%
Cc1ccc(-c2noc(-c3ccccc3C(=O)N3CCN(C)CC3)n2)cc1
  4%, -0.2%, -2, -10, -0.2%, -1.5, 1168, 14%, i, 44, i, 0.5, -1%
CNC(=O)c1ncoc1-c1ccc(Cl)cc1
  -1%, 5.7%, /, /, 0.7%, -0.3, 1313, -3%, i, 37, i, 0.0, 7%
Cc1ccc(CN(C)C(=O)c2ccccc2Oc2ccccc2)o1
  6%, 1.5%, -7, 27, -0.7%, -3.0, 1056, 6%, i, 31, i, 1.1, -2%
Cc1ccccc1Nc1nc(N)c2ccccc2n1
  -5%, -0.4%, 47, 37, -0.5%, 0.1, 1478, 15%, i, 35, i, 0.9, 11%
O=C(O)CCCCCN1C(=O)C(O)=C(C(=O)/C=C/c2ccccc2)C1c1ccccc1[N+](=O)[O-] (centres undefined)
  6%, -1.1%, -1, -4, 1.0%, 2.2, 919, -18%, i, 66, i, 0.3, 7%
COc1cc(NC(=O)CSc2nnnn2C2CCCC2)cc(OC)c1
  5%, 1.6%, /, /, 0.1%, /, /, 0%, i, 20, i, 0.5, 6%
Cc1ccccc1N1CCN(C(=O)CN2C(=O)c3ccccc3C2=O)CC1
  5%, -0.7%, -26, -25, -0.5%, 1.5, 1186, 14%, i, 60, i, 1.0, 7%
O=C(c1cccs1)n1nc(NCc2ccccc2)nc1NCc1ccccc1
  1%, 2.0%, 22, -33, -1.1%, -1.0, 867, 0%, i, 39, i, 3.4, -8%
COC(=O)c1cc(OC)c(OC)cc1NC(=O)c1ccccc1
  13%, 7.2%, -4, -23, 0.4%, -3.9, 1201, 12%, i, 2, i, 0.4, 7%
Cc1cc(C)c(S(=O)(=O)N2CCN(C(=O)CN3C(=O)NC4(CCCC4)C3=O)CC2)c(C)c1
  4%, 1.4%, /, /, -0.1%, /, /, 8%, i, 21, i, 3.8, 10%
COc1ccc(NC(=O)c2cc(=O)c3ccccc3o2)cn1
  -8%, 0.2%, 19, 12, 0.1%, -4.4, 1085, -10%, i, 18, i, 1.5, 11%
COc1ccc(C2CC(c3cccs3)=NN2C(=O)CSc2nc3ccccc3o2)cc1 (centres undefined)
  11%, ?, 14, -10, -0.8%, 10, 1047, 13%, i, 35, i, 0.4, 0%
CCn1c(CSc2nc3ccccc3s2)nnc1SCC(=O)c1ccc(O)c(O)c1
  179µM*, 10%, 12, 21, -0.4%, 1.5, 1147, 0%, i, 29, i, 0.8, 27%
CCOc1cc(NC(=S)NCC2CCCO2)c(OCC)cc1NC(=O)CC(C)C (centres undefined)
  5%, 3.3%, -2, -14, -0.8%, -0.2, 984, /, i, 19, i, 0.4, /
CCn1c(SCC(=O)OC2CCCCC2)nnc1-c1ccncc1
  5%, 1.6%, -9, -2, -0.1%, -4.1, 971, -1%, i, 50, i, 0.5, -5%
COc1ccc(CN2CCCCC2C)cc1OC (centres undefined)
  3%, -0.2%, -1, 11, 0.0%, /, /, 6%, i, 61, i, 0.9, 8%
CC1CCCCN1C(=O)Cn1c(=O)oc2cc(S(=O)(=O)N3CCCC3)ccc21 (centres undefined)
  0%, 0.6%, /, /, -0.4%, /, /, /, i, 38, i, 2.9, /
Cc1ccc(C2=NN(CC(=O)NCCN(C)C)C(=O)CC2)cc1
  10%, 0.4%, /, /, -0.9%, /, /, 7%, i, 60, i, 0.3, 4%
CCOC(=O)NC(Nc1sc2c(c1C(N)=O)CCCC2)(C(=O)OCC)C(F)(F)F (centres undefined)
  14%, -0.3%, 6, 19, 0.0%, -3.9, 981, -1%, i, 17, i, 6.5, 26%
O=C(COC(=O)C1CC1)Nc1ccc(OC(F)F)cc1
  9%, -0.6%, 14, 12, -0.6%, -2.4, 1138, 7%, i, 23, i, 0.5, 10%
COc1cc(C(=O)NC(=S)Nc2ccc3c(c2)OCO3)cc(OC)c1OC
  /, 2.7%, /, /, 0.2%, 0.4, 1320, -10%, i, 18, i, 0.2, 7%
Cc1ccnc(NC(=O)CCC(=O)N(CC(=O)NC(C)(C)C)c2ccc3c(c2)OCCO3)c1
  1%, 0.3%, 16, -8, -0.5%, -0.3, 1557, 4%, i, 57, i, 0.0, 3%
CCOc1ccc(NCC(=O)c2ccc(C)cc2)cc1
  0%, 4.7%, -1, -7, 0.6%, 1.4, 1053, -10%, i, 39, i, 0.8, 12%
COc1ccc(N(Cc2cc3cc(OC)ccc3[nH]c2=O)S(=O)(=O)c2ccc(NC(C)=O)cc2)cc1
  6%, -1.0%, /, /, 0.7%, /, /, -8%, i, 42, i, 0.2, 13%
O=C1C2C3CCCC3=C3CCCC3C2C(=O)N1c1cccc(Cl)c1 (centres undefined)
  13%, 0.8%, 28, 3, 0.1%, 0.5, 1176, 3%, i, 36, i, 0.5, 21%
COc1ccc(N(CC(=O)NC2CCCCC2)S(=O)(=O)c2cccnc2)cc1
  4%, 0.0%, 7, 5, -0.4%, -2.3, 1196, 1%, i, 64, i, 0.9, 3%
O=C(NCCCNC(=O)c1ccco1)c1ccco1
  3%, 1.6%, 10, -10, -0.4%, -1.8, 1197, 9%, i, 56, i, 0.6, 10%
O=C(CN1C(=O)C2C3C=CC(C3)C2C1=O)NCc1ccccc1 (centres undefined)
  7%, -0.8%, 7, 5, 0.4%, 1.3, 1382, 0%, i, 41, i, 7.8, 19%
CN(C)c1c(N)c(=O)oc2ccccc12
  -3%, 1.4%, 13, -3, -0.3%, -1.0, 1064, 3%, i, 23, i, 0.2, 28%
Clc1ccc2c(c1)C(N1CCNCC1)=Nc1ccccc1O2
  6%, -2.2%, 15, 6, 0.1%, -1.2, 637, 1%, i, 24, i, 3.2, 6%
CC1CC(C(F)(F)F)n2nc(C(=O)O)cc2N1 (centres undefined)
  1%, 1.2%, 14, -14, 0.6%, -3.5, 1136, -10%, i, 37, i, 0.4, 3%
COc1ccccc1-c1cc(C(=O)N2CCN(c3ccccc3)CC2)no1
  4%, 39%, /, /, -0.6%, /, /, 3%, i, 34, i, 0.4, 4%
Cc1ccc(/C=C/C(=O)NCc2cccs2)c(C)c1
  6%, 2.2%, 11, 12, 0.0%, -0.9, 963, -3%, i, 34, i, 0.3, 5%
O=C(COc1ccc([N+](=O)[O-])cc1)NNC(=O)Nc1ccccc1F
  6%, -0.4%, /, /, -0.5%, /, /, -1%, i, 60, i, 2.5, -4%

Source: PubChem BioAssay (several laboratories)
